Compound activity: PubChem BioAssay, several laboratories
GC-B act – GC-B (human) receptor activation; activation, % at 10 µM; actives 0.11% (n = 370,000); P20594; HEK293-GC-B cells, CNP EC30, cGMP TR-FRET; 0% at EC30 CNP, 100% saturating CNP;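 active means activation at 10 µM reaching about 35% in either raw or pattern-adjusted values, limit read from the data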
SIAE primary – blocks human sialic acid acetylesterase; SIAE FP-Rh probe binding, fluorescence polarization; inhibition, % at 9.66 µM; actives 0.69% (n = 370,000);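 active means inhibition above a cutoff: mean of compounds within the control limits plus 3 SD of those, cut at about 17% in these data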;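 further: 0% = plate median of compound wells and 100% = probe without SIAE protein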
PRMT1 inh – inhibitors of human PRMT1 | actives 1.3% (n = 370,000) | recombinant PRMT1, activity-based probe fluorescence polarization | Q99873 | AID 652257 | inhibition, % at 2.79 µM;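 active means inhibition above about 21% made by adding two undisclosed values, limit read from the data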
Target sequence (Q99873 whole entry, looked up): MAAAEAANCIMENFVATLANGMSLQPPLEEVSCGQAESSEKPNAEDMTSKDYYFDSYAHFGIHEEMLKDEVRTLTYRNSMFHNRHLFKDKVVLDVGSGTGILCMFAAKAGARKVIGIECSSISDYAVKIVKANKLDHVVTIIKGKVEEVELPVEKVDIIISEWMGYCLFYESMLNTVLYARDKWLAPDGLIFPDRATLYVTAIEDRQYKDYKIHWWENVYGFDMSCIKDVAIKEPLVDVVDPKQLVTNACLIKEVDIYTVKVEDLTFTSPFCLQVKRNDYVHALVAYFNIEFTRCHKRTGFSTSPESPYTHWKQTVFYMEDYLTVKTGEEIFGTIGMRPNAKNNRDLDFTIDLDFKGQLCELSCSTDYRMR
TCR CD3 inh – blocks the human TCR-CD3 interaction. AID 651800. inhibition, % at 9.4 µM. TAMRA-labeled TCR probe fluorescence, biochemical. actives 0.37% (n = 360,000); in the data active means inhibition above about 19%;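 further: recombinant mutant TCR 2C K166C tagged with TAMRA read by polarization; 0% = receptor in buffer alone and 100% = receptor with positive control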
HTRA1 inh – inhibitors of human serine peptidase HTRA1; Q92743; recombinant HTRA1, FP-rhodamine activity-based probe, fluorescence polarization; inhibition, % at 5.96 µM; actives 0.5% (n = 340,000); AID 504803; in the data active means inhibition above about 36%;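 further: 0% = enzyme with DMSO and 100% = wells lacking enzyme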
Target sequence (Q92743 whole entry, looked up): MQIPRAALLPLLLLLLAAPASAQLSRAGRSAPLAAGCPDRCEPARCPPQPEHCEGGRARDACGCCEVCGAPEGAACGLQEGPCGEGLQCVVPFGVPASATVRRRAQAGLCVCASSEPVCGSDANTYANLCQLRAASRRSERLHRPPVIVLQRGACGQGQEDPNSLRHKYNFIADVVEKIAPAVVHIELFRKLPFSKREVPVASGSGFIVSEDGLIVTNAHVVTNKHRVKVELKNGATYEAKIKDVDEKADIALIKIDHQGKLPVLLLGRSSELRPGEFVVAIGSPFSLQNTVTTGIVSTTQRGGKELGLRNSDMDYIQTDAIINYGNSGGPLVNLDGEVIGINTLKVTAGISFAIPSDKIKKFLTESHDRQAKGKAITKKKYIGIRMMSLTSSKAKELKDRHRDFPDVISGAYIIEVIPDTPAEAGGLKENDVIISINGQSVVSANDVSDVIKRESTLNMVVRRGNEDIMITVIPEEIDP
MBD2 DNA inh – blocks human MBD2 binding to methylated DNA; TR-FRET, MBD2 binding to methylated oligonucleotide; inhibition, % at 4.4 µM; actives 0.31% (n = 370,000); AID 686964; in the data active means inhibition above about 13%
rCAG RNA binder – molecules binding r(CAG) RNA repeats | r(CAG) RNA repeat, TO-PRO-1 dye displacement fluorescence | inhibition, % at 3 µM | actives 1.3% (n = 370,000) | AID 651821;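 active means inhibition above the plate cutoff, the mean of all test compounds on that plate plus 3 SD, cut at about 35% in these data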;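 further: 0% = DMSO alone and 100% = 100 µM mitoxantrone as full dye displacement; higher means more dye released from RNA so lower well fluorescence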
LEDGF integ inh – blocks HIV-1 LEDGF/p75-dependent DNA integration; inhibition, % at 3.7 µM; TR-FRET IN-LEDGF/p75 DNA integration, Eu/Cy5; AID 743269; actives 0.64% (n = 370,000);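 active means inhibition above the screen-wide mean plus 3 SD, cut at about 13% in these data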;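 further: signal is the Cy5 over europium emission ratio at 671 and 618 nm; 0% = plate median of compound wells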
TDP2 inh – blocks human TDP2 phosphodiesterase activity | O95551 | recombinant TDP2, T5PNP hydrolysis, p-nitrophenol absorbance 415 nm | inhibition, % at 12.8 µM | actives 0.34% (n = 370,000);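 active means inhibition above the mean of all tested compounds plus 3 SD, set per campaign, cut at about 25% in these data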;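 further: 0% = DMSO with enzyme and 100% = buffer with substrate but no TDP2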
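Assay system: recombinant human TDP2 / Reagent: T5PNP substrate at 5 mM, a TopII-DNA adduct mimic / Measured by: epi absorbance from released p-nitrophenol / Evaluation: % inhibition relative to enzyme-containing and enzyme-free wells / Control set: enzyme-free and DMSO wells / Replicates: each compound tested once, singlicate / Schedule: enzyme reaction with compound for 2 h at 37 °C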
mABHD4 FP – ABHD4 (mouse) inhibition, primary FP screen | purified mABHD4, FP-Rh probe fluorescence polarization | inhibition, % at 8.92 µM | Q8VD66 | actives 0.54% (n = 370,000);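 active means inhibition exceeding the mean over every tested compound plus 3 SD, cut at about 30% in these data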;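 further: 0% = plate median of compound wells and 100% = S159A mutant with DMSO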
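Test system: mABHD4 protein | Buffer or medium: HEPES pH 7.0 buffer, 150 mM NaCl, 0.01% Pluronic F-127 | Probe or stimulus: FP-Rh fluorescent activity-based probe, added after compound pre-incubation | Timing: Pre-incubation 45 min, probe exposure 60 min, at 25 °C | Technique: Fluorescence polarization, excitation 525 nm, emission 598 nm, BODIPY TMR filters | Repeats: Single well per compound (singlicate)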
* marks the source's active call; other numbers are inactive results; x = no result given.

SMILES,GC-B act,SIAE primary,PRMT1 inh,TCR CD3 inh,HTRA1 inh,MBD2 DNA inh,rCAG RNA binder,LEDGF integ inh,TDP2 inh,mABHD4 FP
O=C(N/N=C/c1ccccc1)c1[nH]c2ccc(Br)cc2c1-c1ccccc1,-6,-13,-2,8,-2,0,5,-1,-12,-12
CCC12CC3CC(C1)CC(C(=O)Nc1nn[nH]n1)(C3)C2,5,4,0,0,6,2,2,5,-1,1
Cc1cccc(OCC(=O)N/N=C/c2ccc(N(C)C)cc2)c1,1,4,0,2,-6,-3,-2,2,2,3
Cc1ccc(C)c(SCC(=O)NCc2ccco2)c1,-3,4,2,-5,1,-2,-4,-4,-3,5
Cc1ccc(/C(N)=N/OC(=O)CCC2CCCCC2)cc1,-2,1,-1,4,5,5,0,1,-6,2
CCOC(=O)OCC(=O)C1(O)CCC2C3CCC4=CC(=O)CCC4(C)C3C(O)CC21C (centres undefined),7,3,-1,5,6,-2,1,-4,-3,8
CCC(=O)Oc1ccc(C(=O)Nc2cccc(NC(=O)c3ccco3)c2)cc1,0,-9,-7,5,0,-1,-1,-2,-11,-6
Cc1cc(NS(=O)(=O)c2cn(C)nc2C)no1,0,-2,-1,7,1,-1,-1,-1,-3,3
COc1ccccc1-n1c(SCC(=O)NC(C)(C)C)nnc1-c1ccco1,-6,2,0,-4,-7,-6,-5,2,3,2
Cc1ccc(OCC(=O)O)c(-n2nc3ccccc3n2)c1,-4,-1,0,1,1,3,4,-1,0,6
CCOc1ccc(N(CC(=O)NCc2ccccc2C)S(C)(=O)=O)cc1,-5,3,1,-6,0,-2,-4,2,-10,-2
CCOC(=O)N1CCN(Cc2cccs2)CC1,3,5,-2,6,-2,-5,-2,2,-4,1
CCOC(=O)[C@@H]1[C@H]2COc3cc(OC)ccc3[C@@H]2N2C(=O)N(c3cccc(F)c3)C(=O)[C@@]12C,-17,-1,1,2,-7,3,0,-1,9,-2
COc1ccc2nc(C)cc(SCC(=O)NNC(=O)COc3ccc(C)cc3)c2c1,-8,-2,-1,3,-4,2,8,0,-1,-4
CC1CCC(C(C)C)C(OC(=O)COC(=O)c2cccn2C)C1 (centres undefined),-3,6,-1,4,-9,-1,-6,4,-1,3
Clc1ccc(N/N=C/c2cccs2)nn1,1,3,3,0,4,-6,7,-3,-1,6
CC1(C)Cc2c(sc(NC(=O)c3ccc(S(=O)(=O)N4CCCC4)cc3)c2C#N)C(C)(C)N1,-1,-2,-5,8,-5,-3,2,-4,-15,4
C=CCNC(=O)c1c[nH]c2ccc(S(=O)(=O)N(C)c3ccc(OCC)cc3)cc2c1=O,3,5,2,6,-8,-2,10,2,4,-2
CCOC(=O)C1(Cc2cccc(OC)c2)CCN(C/C=C/c2ccc(OC)cc2)CC1,-1,-4,3,1,-13,10,-8,0,1,1
CCS(=O)(=O)N1CCC(C(=O)NCc2cccs2)CC1,3,-6,0,-5,5,8,-3,2,4,6
O=C(O)C1C2C=CC3(O2)C1C(=O)N1c2ccccc2COC13 (centres undefined),3,-3,3,-8,-7,2,-2,-2,1,-2
CCCNC(=O)c1cc2nc(-c3ccccc3)cc(C(F)(F)F)n2n1,3,-1,-3,7,2,1,-3,0,6,-2
COc1ccc(/C=C/C(=O)N2CCN(C)CC2)cc1OC,3,1,-3,3,-7,-5,2,-1,-12,-1
FC(F)(F)c1cccc(NC(=S)Nc2cccc(NC(=S)Nc3cccc(C(F)(F)F)c3)n2)c1,-3,-17,1,-2,-1,-1,8,4,3,-6
CCC(=O)NC(=S)Nc1cccc(NC(=O)c2ccc(Cl)cc2Cl)c1,-4,-7,4,-1,-15,11,-1,3,3,6
COCCN(Cc1ccc(F)cc1)C(=O)c1cc2ccccc2oc1=O,7,-4,2,-6,7,4,-6,-1,14,4
O=C(CSc1nnc(CNC(=O)c2cccs2)o1)Nc1ccccc1C(F)(F)F,2,0,2,-5,-2,1,1,0,10,-2
O=C(NCc1ccccc1C(F)(F)F)C1CC(c2ccccc2[N+](=O)[O-])=NO1 (centres undefined),-4,0,3,2,-8,-4,-2,0,3,1
CC(=O)COC(=O)C1=NN(c2ccccc2)C(=O)CC1,0,1,-7,3,-1,-5,2,4,2,-1
CCN(CCCNC(=O)COc1cc(=O)n(C)c2ccccc12)c1cccc(C)c1,-9,5,0,2,-1,3,-3,-3,3,4
O=C(Nc1nc(-c2ccc(F)c(F)c2)cs1)c1cc([N+](=O)[O-])ccc1N1CCOCC1,1,-12,1,-6,-8,-3,2,3,-1,2
C/C(CC(=O)Nc1ccc(Cl)cc1Cl)=N\NC(=O)c1cnccn1,-4,2,1,-5,-1,0,4,2,4,1
CN(CC(=O)NC(=O)NC1CCCCC1)CC(=O)Nc1ccccc1C(F)(F)F,-6,-4,-1,0,-9,-3,-1,7,-3,-5
Cc1sc2ncnc(SCC(=O)Nc3ccc(CN4CCCC4)cc3)c2c1C,-9,-6,1,4,-14,0,8,-3,0,-1
CC(C)N1C(=O)N(c2cccc(Cl)c2)C(C)(O)CC1(C)C (centres undefined),2,0,-2,2,16,4,-9,-1,-8,-3
COc1ccc(C(O)c2nc(-c3cccs3)cs2)cc1 (centres undefined),0,-2,-1,1,x,-6,2,3,0,-7
COCCNC(=O)CCC1CCN(Cc2cccc(Oc3ccccc3)c2)CC1,-1,2,-2,2,-6,-1,-11,-3,-3,-2
CSc1nccc(N/N=C/c2ccccc2)n1,-7,-1,3,-2,-1,5,-2,-3,4,-1
NS(=O)(=O)c1ccc(NC(=O)CN2CCCCC2)cc1,3,2,-2,12,1,-5,-3,-8,-4,4
Cc1ccc(S(=O)(=O)N(C)C)cc1NC(=O)CSc1nnc(C2CC2)n1C1CC1,2,-5,0,3,-1,-6,4,2,0,7

Compound profiles, from the list above.
CCN(CCCNC(=O)COc1cc(=O)n(C)c2ccccc12)c1cccc(C)c1 is listed as GC-B act: -9; SIAE primary: 5; PRMT1 inh: 0; TCR CD3 inh: 2; HTRA1 inh: -1; MBD2 DNA inh: 3; rCAG RNA binder: -3; LEDGF integ inh: -3; TDP2 inh: 3; mABHD4 FP: 4
CC1CCC(C(C)C)C(OC(=O)COC(=O)c2cccn2C)C1 (centres undefined) is listed as GC-B act: -3; SIAE primary: 6; PRMT1 inh: -1; TCR CD3 inh: 4; HTRA1 inh: -9; MBD2 DNA inh: -1; rCAG RNA binder: -6; LEDGF integ inh: 4; TDP2 inh: -1; mABHD4 FP: 3

Next records follow.
SMILES,GC-B act,SIAE primary,PRMT1 inh,TCR CD3 inh,HTRA1 inh,MBD2 DNA inh,rCAG RNA binder,LEDGF integ inh,TDP2 inh,mABHD4 FP
CN1CCC(C(=O)C(=O)O)C1=O (centres undefined),5,-5,5,-3,3,8,1,1,11,12
CC(=O)N(Cc1ccco1)C1(C(=O)NC2CCCCC2)CCCCC1,1,0,0,1,-1,-2,-3,-3,-3,-5
Cc1ccc(C23CC4CC(CC(C(=O)NC(C)C)(C4)C2)C3)cc1,0,-3,1,4,2,-5,-6,0,-5,-2
CC1CCCC(NC(=O)CCC(=O)N2CCOc3ccccc32)C1C (centres undefined),-1,-4,-1,-1,4,-4,-6,-1,-3,1
Fc1ccc(CNc2nc(-c3ccco3)cc(C(F)(F)F)n2)cc1,2,-3,-1,12,0,-4,-1,-1,-1,-10
Cn1c(CCC(=O)OCC(=O)NCc2ccccc2Cl)nc(=O)c2ccccc21,3,4,3,2,-2,-7,-2,-2,1,3
Cc1c(Cl)cccc1NC(=O)Cn1c(-c2ccc(F)cc2)noc1=O,-1,-1,1,-1,-8,-2,0,2,-2,-3
Cc1cccc(CC(C)NC(=O)CCc2nnc(CCCCc3ccccc3)o2)n1 (centres undefined),-7,1,-2,4,3,-2,-10,4,9,-3
CCC(=O)Nc1cccc(-c2nnc(-c3cccc(NC(=O)CC)c3)o2)c1,1,-9,1,6,-16,-6,1,2,9,-3
CC1C(=O)C(C)C(c2ccccc2F)NC1c1ccccc1F (centres undefined),9,-2,2,-3,-8,5,1,0,9,-4
CN(Cc1cccc(Cl)c1Cl)C(=O)c1ccccc1SCC(=O)N1CCCC1,0,2,2,1,0,9,-7,1,1,7
CCc1ccc(OC2(C)CCN(Cc3ccc(SC)cc3)C2)cc1 (centres undefined),5,0,0,2,x,-4,1,1,-1,1
O=C(C(Cc1ccccc1)n1cccc1)N1CCN(c2ncccn2)CC1 (centres undefined),-5,-1,1,10,-6,-1,2,1,0,-3
O=C(CN1C2CCCC1CC(NC(=O)C1CCCCC1)C2)NCc1ccc(F)cc1 (centres undefined),-3,4,1,-3,-5,-1,-10,-8,-15,5
O=C(N/N=C/c1ccc(N2CCOCC2)cc1)c1ccccn1,-1,-3,0,3,8,-6,1,2,-3,-6
CC1(C(=O)Nc2ccc(Cl)c(Cl)c2)CCN1C(=O)CC(c1ccccc1)c1ccccc1 (centres undefined),0,1,0,-3,x,1,5,1,1,-8
O=C(NC(Cc1c[nH]c2ccccc12)C(=O)N/N=C/c1ccc(Br)cc1)c1cccs1 (centres undefined),-8,-34,2,0,-61,2,25,3,-4,-51
Cc1ccc(C)c2nc3sc(C(=O)N4CCOCC4)c(N)c3cc12,0,-15,9,-8,-8,-1,11,0,6,-2
CCCN1CN=C(NS(=O)(=O)c2ccc(C)cc2)NC1,0,5,1,-1,-1,2,0,1,12,-1

The list is partial; count on the stated rates, not on these rows.
